BRCA1 expr act: increases BRCA1 expression; AID 624202; actives 1.1% (n = 380,000); MCF7-BRCA1-FFLuc reporter, luminescence, 48 h; response scale: scaled: vehicle 0%, 10 µM genistein 100%; Potency, µM (titrated, usually from 46.1 µM), for inactives: top-dose activation, most hits filed as activators; further: nearly all actives have a fitted effect of over 80% in size; some results filed as inactive show a strong effect at the top dose
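Compounds are tested at multiple concentrations on MCF7 BRCA1-luciferase reporter cells seeded at 2000 per well; after 48 h, a single luminescence end-point is taken and curves fitted to the normalized data.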
NPC1 prom act: activates the NPC1 promoter. Potency, µM (highest dose often 9.22 µM), inactives show at the top dose activation, usual class: activators. AID 485313. actives 2.4% (n = 320,000). Huh7 NPC1 promoter luciferase reporter, 24 h;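 further: % of control where 0% means no effect; nearly all actives have a fitted effect of over 60% in size; reporter is driven by a mutant NPC1 promoter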
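Readout is luciferase luminescence, reflecting NPC1 promoter activation in stably transfected Huh7 cells after 24 h compound exposure at 37 °C in reduced-serum medium with 10% FBS.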
RORg inh: blocks mouse ROR gamma transcriptional activity | P51450 | Drosophila S2 Gal4-RORgamma UAS-luciferase reporter, 20 h | Potency, µM (series often up to 53.6 µM), without a hit: at the highest dose activity change, negative = inhibition, actives largely listed as inhibitors | actives 5.4% (n = 310,000) | AID 2551; further: on the % scale 0 is the no-effect control and ±100 the full control effect; nearly all actives have a fitted effect of over 60% in size
Target sequence (P51450 whole entry, looked up, the tested form may be a part): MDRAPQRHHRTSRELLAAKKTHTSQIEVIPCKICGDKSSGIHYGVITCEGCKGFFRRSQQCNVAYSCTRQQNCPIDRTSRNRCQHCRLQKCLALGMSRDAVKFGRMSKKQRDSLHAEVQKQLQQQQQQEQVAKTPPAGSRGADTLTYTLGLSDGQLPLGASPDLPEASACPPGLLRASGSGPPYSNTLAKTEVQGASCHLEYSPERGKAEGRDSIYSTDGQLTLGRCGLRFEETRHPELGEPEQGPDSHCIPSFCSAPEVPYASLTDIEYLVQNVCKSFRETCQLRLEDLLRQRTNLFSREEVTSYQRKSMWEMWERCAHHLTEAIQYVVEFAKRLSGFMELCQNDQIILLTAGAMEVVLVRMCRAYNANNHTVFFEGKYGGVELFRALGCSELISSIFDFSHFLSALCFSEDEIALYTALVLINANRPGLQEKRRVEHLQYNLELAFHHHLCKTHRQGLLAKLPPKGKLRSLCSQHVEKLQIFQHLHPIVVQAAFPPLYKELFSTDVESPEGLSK
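Stably transfected Drosophila Schneider cells are the test system, with ROR gamma fused to Gal4 and luciferase under UAS control; luminescence is read after 20 hr of 700 uM copper sulfate induction at ambient temperature.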
MBNL1 CUG block: blocks human MBNL1 binding to CUG repeat RNA | TR-FRET MBNL1-His/biotin-(CUG)12 binding, 665/545 ratio | Q9NR56 | actives 0.036% (n = 280,000) | Potency, µM (highest dose often 57.5 µM), inactives show at the highest dose activity change, negative = inhibition, usual class: inhibitors; active means well fitted inhibition curve with a large enough effect in the signal ratio, with a control signal flat, not every such curve was filed as active; inconclusive means small, poorly fitted or top-dose-only effect, or effect the other way, or a change in a side signal; inactive means no such curve, though single readings can be large or run the other way; the % refers to the signal ratio; further: on the % scale 0 is the no-effect control and ±100 the full control effect
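MBNL1-His + Biotin-(CUG)12, cpd titration 92 nM–58 uM; Tb anti-His Ab 0.055 ng/ul, SA-XL665 5 nM (final); 60 min RT; ratiometric 665/545 nm, Ex 340 nm; normalized to buffer and full-complex controls.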
ELG1 genotoxic: induces genotoxicity in HEK293T cells with luciferase-tagged ELG1 | HEK293T ELG1-luciferase reporter, luminescence, 16 h | AID 504466 | actives 1.3% (n = 330,000) | Potency, µM (top dose mostly 46 µM), for the others: at the highest dose activity change, positive = activation, hits mostly activators; further: % of control where 0% means no effect; nearly all actives have a fitted effect of over 60% in size
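ELG1-luciferase HEK293T cells, 2,000/well; compound pinned in; 16 hr, 37 °C, 5% CO2; ONE-Glo, 30 min RT; luminescence on CCD imager.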
uPA surface inh: cell surface uPA generation inhibition | cell surface uPA generation assay, qHTS | Potency, µM (titrated, usually from 38.3 µM), for inactives: top-dose activity change, negative = inhibition, most hits filed as inhibitors | actives 0.31% (n = 330,000) | AID 540303; active means well fitted inhibition curve with a large enough effect; inconclusive means small, poorly fitted or top-dose-only effect; inactive means no such curve, though single readings can be large or run the other way; tested in mouse RAW 264.7 cells; further: on the % scale 0 is the no-effect control and ±100 the full control effect; nearly all actives have a fitted effect of over 55% in size
FLuc modulator: inhibits or activates purified firefly luciferase, miR-21 counter-screen; P08659; purified FLuc, Km substrates, luminescence inhibition; Potency, µM (highest dose often 57.5 µM), inactives show top-dose activity change, negative = inhibition, most hits filed as inhibitors; actives 6.9% (n = 360,000); AID 588342;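 further: plate controls were vehicle for no effect and reference inhibitor for full effect; nearly all actives have a fitted effect of over 55% in size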
Target sequence (P08659 whole entry, looked up): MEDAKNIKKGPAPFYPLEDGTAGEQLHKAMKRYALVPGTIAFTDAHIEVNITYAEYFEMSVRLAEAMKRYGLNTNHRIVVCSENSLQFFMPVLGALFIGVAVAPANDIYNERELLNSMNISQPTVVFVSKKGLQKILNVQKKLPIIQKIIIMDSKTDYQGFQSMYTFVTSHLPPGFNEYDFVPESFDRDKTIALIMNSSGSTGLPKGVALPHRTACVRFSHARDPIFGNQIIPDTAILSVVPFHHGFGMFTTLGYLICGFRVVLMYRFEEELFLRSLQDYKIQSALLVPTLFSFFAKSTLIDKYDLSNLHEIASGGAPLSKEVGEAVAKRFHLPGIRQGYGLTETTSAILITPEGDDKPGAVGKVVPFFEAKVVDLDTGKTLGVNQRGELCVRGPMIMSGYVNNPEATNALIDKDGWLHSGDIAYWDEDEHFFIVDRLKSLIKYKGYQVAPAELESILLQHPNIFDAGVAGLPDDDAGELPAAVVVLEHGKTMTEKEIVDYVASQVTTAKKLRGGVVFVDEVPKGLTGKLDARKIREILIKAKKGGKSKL
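Purified P. pyralis luciferase, 10 nM final, with Km-level 10 uM D-luciferin and 10 uM ATP in 50 mM Tris acetate pH 7.5, 10 mM Mg acetate, 0.01% Tween-20, 0.05% BSA; 6-point qHTS titration about 60 µM downward; luminescence read.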
Rab9 prom act: activates the Rab9 promoter; AID 485297; actives 2.8% (n = 320,000); Huh7 Rab9 promoter-luciferase reporter, luminescence, 24 h; Potency, µM (doses to about 9.22 µM), for the others: at the highest dose activation, negative = inhibition, most hits filed as activators; further: % of control where 0% means no effect; nearly all actives have a fitted effect of over 60% in size
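Steps: seed 1500 Huh7 Rab9-luc cells per well, rest 2 h at 37 °C; add compound in DMSO; incubate 24 h; add luciferase reagent, 10 min ambient; read luminescence.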
p53 reactivation: restores transcriptional activity of mutant p53 | H1299 p53-A138V BP100-luciferase reporter, luminescence, 24 h | Potency, µM (series often up to 92.2 µM), without a hit: at the highest dose activity change, positive = activation, most hits filed as activators | actives 0.063% (n = 320,000) | AID 504706; further: % of control where 0% means no effect; nearly all actives have a fitted effect of over 45% in size
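p53-null H1299 cells stably carrying temperature-sensitive p53-A138V and a BP100-luciferase reporter were pinned with compounds (4-point, 1:5 series) and held 24 hrs at 37 deg C. Luminescence was read 10 min after detection reagent.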
VP16 counter: Gal4-VP16 reporter inhibition counter-screen. Potency, µM (series often up to 53.6 µM), without a hit: at the highest dose activity, negative = inhibition, actives largely listed as inhibitors. actives 3.5% (n = 310,000). Drosophila S2 Gal4-VP16 UAS-luciferase, luminescence, 20 h;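 further: Gal4-VP16 expression switched on by copper sulfate through the metallothionein promoter; on the % scale 0 is the no-effect control and ±100 the full control effect; nearly all actives have a fitted effect of over 50% in size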
CXXC DNA block: MLL CXXC-DNA interaction inhibition. actives 0.037% (n = 290,000). Potency, µM (titrated, usually from 115 µM), for the others: at the top dose activity change, negative = inhibition, hits mostly inhibitors. Q03164. MLL-CXXC / FITC-HOXA9 DNA fluorescence polarization; active means well fitted inhibition curve with a large enough effect in the polarisation, with a control signal flat, not every such curve was filed as active; inconclusive means small, poorly fitted or top-dose-only effect, or effect the other way, or a change in a side signal; inactive means no such curve, though single readings can be large or run the other way; the % refers to the polarisation
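Steps: dispense CXXC domain solution (7 uM) → pin compounds or unlabeled HOX-A9 DNA control → 5 min ambient → add FLSN-HOX-A9 solution (50 nM) → spin → 30 min ambient → fluorescence polarization. Tris pH 7.5/NaCl/DTT/BSA buffer.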
Numbers without * were called inactive; ? = inconclusive; · = no result given; & = joins results of further samples; [ ] = remark or other dose. Unless noted, the call rests on the fitted dose curve; in most records, active means well fitted curve in the direction sought with a large enough effect; inconclusive means small, poorly fitted or top-dose-only effect, or another doubt; inactive means no such curve, though single readings can be large; an effect the other way counts as inactive or inconclusive. Potency means the concentration at half of the fitted maximal effect. Some of the compounds tested (hit frequency here may not be typical).

SMILES	BRCA1 expr act	NPC1 prom act	RORg inh	MBNL1 CUG block	ELG1 genotoxic	uPA surface inh	FLuc modulator	Rab9 prom act	p53 reactivation	VP16 counter	CXXC DNA block
CCOC(=O)C1=C(CSc2nc3ccccc3s2)NC(=O)NC1c1cc(C)ccc1C (configuration not stated)	-52.6%	-3.8%	?	8.9%	-0.6%	-19.7%	1.9%	-8.4%	-0.7%	0.5%	23.9%
CC(C)n1cc(/C=N\NC(=O)c2cc3c(ccc4ccccc43)o2)c2ccccc21	45.8%	-2.5%	?	-5.9%	1.4%	0.6%	?	15.7%	?	-24.6%	-10.1%
O=C(Nc1ccc(F)cc1)N(Cc1cccs1)Cc1cc2cc3c(cc2[nH]c1=O)OCO3	-80.0%	-5.7%	?	32.1%[activator]	-10.0%	-9.1%	-18.5%	-5.7%	-3.5%	-13.0%	-0.9%
O=C(C1CCCN(S(=O)(=O)c2cccs2)C1)N1CCc2ccccc2C1 (configuration not stated)	-5.7%	2.0%	13.3%	-11.4%	-2.8%	10.8%	3.3%	-0.1%	-4.6%	0.5%	-3.3%
CCOC(=O)Cn1c(=O)oc2cc(S(=O)(=O)NC(C)c3ccccc3)ccc21 (configuration not stated)	-3.0%	1.8%	6.6%	2.6%	-1.9%	10.0%	2.2%&1.0%	-4.2%	0.1%	13.9%	2.0%
CCn1c(CNC(=O)c2cccc(C)c2)nnc1SCC(=O)NC1=NCCS1	3.4%	-3.0%	-15.1%	-7.4%	0.5%	1.2%	-0.7%	-0.9%	0.7%	-0.6%	7.9%
CCn1cc(CN2CCc3c([nH]c4ccccc34)C2c2cccc(OC)c2OC)c(C)n1 (configuration not stated)	-5.5%	-4.9%	-1.3%	-2.4%	-3.2%	-3.0%	-2.2%	-1.4%	-2.8%	-9.7%	-14.0%
COc1ccc(CCNC(=O)CCS(=O)(=O)c2ccc3c(c2)NC(=O)CS3)cc1OC	-0.2%	2.8%	-21.5%	-1.5%	-0.2%	3.8%	-1.0%	4.2%	-1.3%	-4.6%	10.6%
CN(C)C(=O)c1ccc2c(c1)n(C)c(=O)n2C	-26.4%	-3.0%	-24.4%	6.0%	7.4%	-4.3%	1.6%	-1.2%	0.9%	-16.8%	-1.2%
O=C(Nc1ccc(NS(=O)(=O)c2ccccc2)cc1)c1ccc(Cl)cc1	-1.7%	-1.9%	8.8%	-4.0%	?	0.1%	-1.1%	-1.1%	4.4%	-16.6%	-5.0%
O=C(CCC(=O)Nc1cccc(Cl)c1)N/N=C/c1cc([N+](=O)[O-])ccc1O	-59.4%	-2.4%	11.2µM*	-0.2%	1.3%	-0.4%	?	1.8%	-2.2%	?	16.9%
CCNC(=O)COc1ccc(/C=N/NC(=O)c2cccnc2)cc1OC	3.5%	0.8%	-0.7%	14.2%	0.9%	5.3%	1.3%	3.1%	11.1%	0.3%	5.5%
O=C1Nc2cc(C(=O)NCC3CCCO3)ccc2S/C1=C/c1ccccc1F (configuration not stated)	-40.7%	-3.5%	-6.7%	14.3%	5.5%	-0.2%	-14.1%	-9.8%	5.1%	7.9%	11.3%
CC1CCC(C(C)C)C(OCC[N+](C)(C)C)C1 (configuration not stated)	-5.9%	1.4%	-10.8%	34.8%[activator]	-4.4%	0.3%	2.2%	-0.9%	0.5%	1.9%	0.0%
Cc1sc2ncn(CC(=O)NCCN(C)C)c(=O)c2c1S(=O)(=O)N1CCC(C)CC1	-3.6%	1.7%	-17.2%	-4.2%	-0.9%	6.0%	-0.8%	-1.8%	15.0%	?	4.3%
O=C(Nc1cccc(Cl)c1Cl)C1CCCO1 (configuration not stated)	27.8%	2.0%	2.1%	1.9%	0.3%	3.0%	-1.6%	4.5%	5.6%	5.2%	7.7%
CCCCCCC(=O)N(O)C1CC(=O)N(c2ccc(C)cc2)C1=O (configuration not stated)	19.7%[1.84 µM]	-1.4%	11.2µM*	-8.0%	?	-11.4%	?	-0.5%	-9.8%	?	7.2%
Cc1nc2ccccc2c(=O)n1NC(=O)c1ccc(C(C)(C)C)cc1	-9.7%	-0.1%	1.9%	-0.9%	-7.3%	5.5%	-2.4%	-1.7%	-5.7%	-0.7%	7.4%
Cc1ccn2c(Nc3ccccc3)c(-c3ccccn3)nc2c1	-21.3%	-15.2%	15.8µM*	22.8%	-0.3%	-4.2%	-13.4%	-19.5%	-0.4%	-15.9%	?
O=C(/C=C/c1cccc(Br)c1)NCc1ccncc1	-8.1%	1.0%	16.1%	9.6%	11.2%	4.4%	3.2%	-5.1%	-0.5%	-2.3%[10 µM]	1.8%
CCOC(=O)N1CCN(C(=O)CNC(=O)c2nn(-c3ccc(OC)cc3OC)c(=O)c3ccccc23)CC1	-15.6%	15.0%	?	8.7%	?	-6.2%	3.79µM*	18.8%	?	?	37.6%[activator]
O=C(Nc1cccc(F)c1)c1ccc(S(=O)(=O)NCC2CCCO2)cc1 (configuration not stated)	-1.9%	0.1%	?	-11.7%	-6.4%	-5.7%	0.7%	-3.9%	-1.4%	-15.7%	1.1%
Cc1ccc(/C=N/N2CCN(Cc3cccc4ccccc34)CC2)o1	-31.1%	6.6%	-11.6%	3.3%	-5.3%	10.4%	2.3%	-0.2%	-0.1%	21.0%	4.3%
O=C(CCNc1ccc(Cl)cc1)c1cccs1	2.3%	17.5%	28.2%	?	?	2.6%	?	?	15.8µM*	-11.1%	113.3%[activator]
Cc1cnc(CN(C)C(=O)c2ccc3oc(Cc4ccccc4)nc3c2)[nH]1	1.7%	-0.4%	41.1%	-4.6%	0.6%	1.4%	-2.6%	-6.2%	-2.9%	-6.1%	-6.8%

(next part)
SMILES	BRCA1 expr act	NPC1 prom act	RORg inh	MBNL1 CUG block	ELG1 genotoxic	uPA surface inh	FLuc modulator	Rab9 prom act	p53 reactivation	VP16 counter	CXXC DNA block
COc1ccc(CCN2CC(C(=O)N(C)Cc3cccnc3)CC2=O)cc1OC (configuration not stated)	3.0%	-2.4%	·	·	1.5%	4.3%	2.5%	0.5%	-2.3%	·	·
CCOc1ccc(Br)cc1S(=O)(=O)Nc1ccc(N2CCOCC2)cc1	0.6%	0.5%	2.4%	-0.8%	-4.0%	3.2%	3.4%	-0.7%	-3.9%	2.6%	-0.3%
COc1ccc(-c2cc(C(=O)NCCN3CCOCC3)c3cc(C(C)C)ccc3n2)cc1	-11.4%	-8.8%	9.4%	8.0%	-0.7%[9.26 µM]	-6.7%	?	4.0%	-9.6%	-4.4%	0.4%
Cc1cc(=O)n2[nH]c(=O)c(N=Nc3ccccc3)c2[nH]1	0.0%	-1.1%	-22.7%	?	8.6%	3.2%	?	-2.1%	7.1%	-3.9%	?
N=C1/C(=C\c2ccc(SCc3ccccc3)o2)C(=O)N=C2SC(CC(=O)N3CCOCC3)=NN12	16.3%	-1.3%	33.0%	15.3%	3.6%	7.7%	?	-5.2%	-0.9%	6.1%	-4.0%
Cc1c(Cl)c([N+](=O)[O-])nn1CC(=O)N1CCN(C23CC4CC(CC(C4)C2)C3)CC1	7.8%	1.6%	15.5%	23.2%	·	-10.1%	0.9%	-3.7%	·	-17.0%	-5.9%
N#CCSc1nn(-c2ccc(F)cc2)c(=S)s1	1.6%	-8.2%	14.5%	2.1%	2.8%	-1.8%	3.9%	-3.1%	-1.2%	-14.4%	25.9%
Cc1cnc(NC(=O)c2cc3c(C)nn(Cc4ccccc4Cl)c3s2)s1	-2.0%	-0.1%	3.55µM*	·	8.9%	-2.1%	-1.8%	0.0%	-4.0%	4.47µM*	-11.0%
Cc1nnc(SCc2nc(N)nc(Nc3ccccc3)n2)s1	?	20.3%	?	-9.8%	2.7%	-0.4%	·	·	2.2%	-7.6%	0.0%
CC(/C=N/n1c(-c2ccco2)n[nH]c1=S)=C\c1ccccc1	1.3%	-0.3%	?	24.5%	-0.8%	3.6%	-0.9%	-1.0%	15.9%	-69.8%	0.1%
CN(C)CCN(Cc1ccccc1)S(=O)(=O)c1csc(C(N)=O)c1	1.1%&20.4%	-3.2%	-20.5%	-4.7%	5.0%	-17.4%	2.3%&-2.5%	0.3%	-6.6%	2.0%	7.6%
COc1cccc(N(CC(=O)NC2CCCCC2)C(=O)CCCC(=O)Nc2ccccn2)c1	-12.1%	1.4%	17.7%	5.4%	2.7%	1.9%	0.1%	0.9%	0.0%	5.9%	1.0%
CSc1ccccc1NC(=O)c1cc(-c2ccc3c(c2)OCO3)on1	74.0%	?	-41.2%	2.4%	?	-5.4%	?	?	25.3%	-6.3%	3.6%
O=C(COc1ccc(S(=O)(=O)N2CCOCC2)cc1)NCCN1CCOCC1	-19.6%	0.9%	-12.5%	0.3%	-1.1%	0.8%	-0.1%	-5.0%	4.0%	3.8%	7.2%
